ALDH1A1 block: inhibitors of human aldehyde dehydrogenase 1A1; P00352; Purified ALDH1A1, NADH fluorescence, propionaldehyde substrate; Potency, µM (titrated, usually from 75.3 µM), inactives show at the highest dose activity, negative = inhibition, hits mostly inhibitors; 220,000 compounds, 7.3% hits; active = well fitted inhibition curve with a large enough effect, not every such curve was filed as active; inconclusive = small, poorly fitted or top-dose-only effect, or another doubt; inactive = no such curve, though single readings can be large or run the other way;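 note: plate controls were no enzyme wells and a reference inhibitor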
Target sequence (P00352 whole entry, looked up): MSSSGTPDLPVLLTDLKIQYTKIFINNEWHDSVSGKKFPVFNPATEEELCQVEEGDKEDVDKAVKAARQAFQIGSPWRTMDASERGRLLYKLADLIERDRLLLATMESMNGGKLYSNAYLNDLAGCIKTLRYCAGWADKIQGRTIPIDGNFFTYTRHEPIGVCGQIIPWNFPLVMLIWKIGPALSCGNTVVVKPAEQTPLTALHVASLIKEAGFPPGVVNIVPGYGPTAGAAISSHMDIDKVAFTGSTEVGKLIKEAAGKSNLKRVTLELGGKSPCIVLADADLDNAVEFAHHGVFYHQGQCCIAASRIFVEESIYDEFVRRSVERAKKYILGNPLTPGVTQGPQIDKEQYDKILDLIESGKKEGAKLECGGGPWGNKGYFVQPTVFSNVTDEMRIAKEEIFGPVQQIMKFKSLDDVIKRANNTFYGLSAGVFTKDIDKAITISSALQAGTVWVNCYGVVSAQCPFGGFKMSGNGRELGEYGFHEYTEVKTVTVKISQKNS
SMN2 splice enh: increases expression of the SMN2 splice variant; HEK293 SMN2-luciferase splicing reporter, luminescence, 30-36 h; Potency, µM (series often up to 46.1 µM), inactives show top-dose activity change, positive = activation, actives largely listed as activators; 210,000 compounds, 2.8% hits; AID 1458; note: % of control where 0% means no effect; nearly all actives have a fitted effect of over 55% in size
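HEK293 cells carry an SMN2 […]–luciferase reporter in which exon 7 inclusion puts luciferase in frame. Cells were plated 10-12 h before compound addition, then incubated 30-36 h at 37C. ONE-Glo luminescence was read; sodium butyrate at 4.5 mM final served as control.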
RECQ1 inh: inhibitors of human RECQ1 DNA helicase; P46063; RECQ1 DNA unwinding, red fluorescence kinetic read; Potency, µM (doses to about 57.3 µM), inactives show at the highest dose activity, negative = inhibition, hits mostly inhibitors; 240,000 compounds, 0.54% hits; AID 2549;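 note: plate controls were vehicle for no effect and no enzyme for full effect; nearly all actives have a fitted effect of over 30% in size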
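RECQ1T1 50 nM; forked duplex (20 bp + 30-nt ss tails) 200 nM, ATP 2 mM final; pH 8.0, 2 mM MgCl2, 2.5 ug/ml poly(dI-dC); 15 min compound preincubation; discontinuous kinetic read over 2 h at RT.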
TRb-SRC2 inh: inhibitors of human thyroid hormone receptor beta-SRC2 interaction; TRbeta-SRC2 peptide binding, fluorescence polarization; receptor liganded with 1 µM T3; AID 1469; 280,000 compounds, 0.065% hits; Potency, µM (highest dose often 106 µM), for inactives: top-dose activity change, negative = inhibition, most hits filed as inhibitors;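 note: plate controls were bound peptide for no effect and peptide without receptor for full effect; nearly all actives have a fitted effect of over 50% in size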
Target sequence (P10828 whole entry, looked up): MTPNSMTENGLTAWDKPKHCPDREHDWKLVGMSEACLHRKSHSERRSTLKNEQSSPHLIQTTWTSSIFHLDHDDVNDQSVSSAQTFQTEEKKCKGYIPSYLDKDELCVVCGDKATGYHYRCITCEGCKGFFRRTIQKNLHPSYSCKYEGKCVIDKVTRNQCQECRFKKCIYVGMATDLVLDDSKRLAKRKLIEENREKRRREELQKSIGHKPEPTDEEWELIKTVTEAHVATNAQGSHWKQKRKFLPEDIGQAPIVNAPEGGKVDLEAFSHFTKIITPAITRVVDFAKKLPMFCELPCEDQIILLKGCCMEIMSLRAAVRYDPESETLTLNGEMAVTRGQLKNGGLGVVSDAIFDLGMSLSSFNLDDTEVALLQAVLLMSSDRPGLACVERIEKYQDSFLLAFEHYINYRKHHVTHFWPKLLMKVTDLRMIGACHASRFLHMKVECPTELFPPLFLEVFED
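Binding of a 20-amino-acid Texas Red SRC2 peptide (20 nM) to TRb ligand-binding domain (0.6 uM) with agonist T3 at 1 uM was followed by fluorescence polarization after a 5 hr room-temperature incubation.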
TexasRed fluor: alters Texas Red total fluorescence, flagging assay interference; TRb/SRC2 Texas Red total fluorescence interference; Potency, µM (highest dose often 106 µM), without a hit: at the top dose fluorescence change, negative = quenching; 280,000 compounds, 0.29% hits; active = well fitted curve in either direction with a large enough effect; inconclusive = small, poorly fitted or top-dose-only effect; note: % is set by controls: 0 for no effect and ±100 for the full control effect
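Human TRb ligand-binding domain at 0.6 uM with 20 nM Texas Red SRC2 peptide in Tris buffer containing 1 uM T3 and 5% DMSO, incubated with compound 5 h at ambient temperature. Total fluorescence (555/632 nm) calculated as parallel + 2 × perpendicular.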
LMNA splice mod: LMNA splicing modulation | Potency, µM (doses to about 46.1 µM), inactives show at the top dose ratio change, negative = inhibition, usual class: inhibitors | AID 1487 | 200,000 compounds, 0.01% hits | HeLa LMNA splicing GFP/RFP minigene ratio, 48 h; active = well fitted inhibition curve with a large enough effect in the signal ratio, with a control signal flat, not every such curve was filed as active; inconclusive = small, poorly fitted or top-dose-only effect, or effect the other way, or a change in a side signal; the % refers to the signal ratio; note: % is set by controls: 0 for no effect and ±100 for the full control effect
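Read-out is the ratio of GFP to DsRed2 object intensity, acquired by 488 nm laser-scanning cytometry on HeLa lamin A-EGFP minigene reporter cells. Compound incubation 48 hrs at 37 °C in Opti-MEM with 2% FBS; DMSO 0.5% final.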
KDM4E inh: JMJD2E (human) inhibition. B2RXH2. JMJD2E catalytic domain, FDH-coupled NADH fluorescence (FDH is formaldehyde dehydrogenase). Potency, µM (doses to about 57.1 µM), inactives show top-dose activity change, negative = inhibition, most hits filed as inhibitors. 230,000 compounds, 1.6% hits. AID 2147; active = well fitted inhibition curve with a large enough effect, not every such curve was filed as active; inconclusive = small, poorly fitted or top-dose-only effect, or another doubt; inactive = no such curve, though single readings can be large or run the other way;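 note: 0% = wells with enzyme and -100% = buffer wells without enzyme; nearly all actives have a fitted effect of over 50% in size; many of its hits are not listed in these tables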
GoLoco inh red: inhibitors of human Gai1-RGS12 GoLoco interaction (red fluorophore). Gai1:RGS12 GoLoco peptide FP, rhodamine, 10 min. Potency, µM (doses to about 61.6 µM), for the others: at the highest dose activity, negative = inhibition, hits mostly inhibitors. 230,000 compounds, 0.44% hits. AID 880; active = well fitted inhibition curve with a large enough effect, not every such curve was filed as active; inactive = no such curve, though single readings can be large or run the other way; note: % is set by controls: 0 for no effect and ±100 for the full control effect; nearly all actives have a fitted effect of over 30% in size; many of its hits are not listed in these tables
* = called active by the depositor; i = inactive; ? = inconclusive; nt = no result given; & = joins results of further samples; [ ] = another dose, or the depositor's remark. Unless noted, calls come from the whole dose curve; as a rule, active = well fitted curve in the direction sought with a large enough effect; inconclusive = small, poorly fitted or top-dose-only effect, or another doubt; inactive = no such curve, though single readings can be large; an effect the other way counts as inactive or inconclusive. Potency is the fitted concentration of half-maximal effect. Some of the compounds tested, so the mix of outcomes need not match the whole.

nr	molecule	ALDH1A1 block	SMN2 splice enh	RECQ1 inh	TRb-SRC2 inh
1	CNc1ccc2oc(C[C@@H]3OC4(CC[C@@H]3C)O[C@H]([C@@H](C)C(=O)c3ccc[nH]3)[C@H](C)C[C@H]4C)nc2c1C(=O)O (stereo partly specified)	?	-104%&-96%[inhibitor]	?	-24%&-29%
2	Cc1cccc(C)c1Oc1nc(-c2ccccc2)ncc1S(=O)(=O)c1ccccc1	-5%	-41%[inhibitor]	-4%	11%
3	CC(Cc1ccccc1)[n+]1cc(/N=C(\N)[O-])on1 (stereo unspecified)	12%	?	0%	-5%
4	O=C(O)C(O)(c1ccccc1)C1CCCC1 (stereo unspecified)	5%	nt	i	1%
5	COCCNC(=O)c1c(NC(=O)c2ccco2)n(Cc2ccccc2)c2nc3ccccc3nc12	?	-4%	0%	-24%
6	Cn1c(=O)cc(SCC(=O)N2CCC3(CC2)OCCO3)c2ccc(Cl)cc21	?	20µM*	2%	-1%
7	CC(=O)N(C1=NCCCS1)c1ccccc1F	-2%	-31%	-3%	-1%
8	Nc1ccccc1C(=O)OCC(=O)c1ccc2c(c1)OCCO2	?	-22%	-2%	0%

nr	TexasRed fluor	LMNA splice mod	KDM4E inh	GoLoco inh red
1	-2%&-5%	nt	nt	2%&-16%
2	-1%	?	1%	-5%
3	-2%	2%	-5%	1%
4	3%	-1%	-2%	nt
5	-5%	29%	?	10%
6	0%	-12%	?	8%
7	-1%	6%	-2%	5%
8	1%	4%[46 µM]	-22%	5%

(cont.)
nr	molecule	ALDH1A1 block	SMN2 splice enh	RECQ1 inh	TRb-SRC2 inh
9	O=C(O)CNCP(=O)(O)O	1%[13.5 µM]	-6%[9.22 µM]	4%	3%
10	Clc1ccc(C2NCCc3[nH]cnc32)cc1 (stereo unspecified)	1%	-2%	-2%	-5%
11	c1ccc(P(c2ccccc2)c2ccccn2)cc1	nt	nt	-1%	3%
12	O=C(CN1CC=C(c2ccccc2)CC1)NC(=O)NC1CCCCC1	?	nt	-3%	0%
13	O=c1c2ccccc2nc(-c2ccccc2)n1-n1cccc1	-10%	?	i	1%
14	COc1ccc(-n2nc(C(F)(F)F)cc2-c2ccc(Cl)cc2)cc1	-11%&11%	-31%[inhibitor]	-8%	1%&-2%
15	COc1ccc(-n2c(O)c(C(C)=NCC3CCCO3)c(=O)[nH]c2=O)cc1 (stereo unspecified)	nt	nt	-5%	2%
16	Cc1ccc(C)c(CN2CCC(n3nnc4cc(F)ccc43)CC2)c1	0%	-12%	-17%	1%

nr	TexasRed fluor	LMNA splice mod	KDM4E inh	GoLoco inh red
9	-1%	2%	2%	-2%[14.2 µM]
10	-1%	?	-6%	11%
11	0%	nt	-2%	-2%
12	-3%	nt	?	7%
13	-3%	13%	-2%	-13%
14	2%&2%	?	-5%	-6%&7%
15	-4%	nt	-1%	-11%
16	-7%	7%	11%	-5%

Of the compounds above, these have a Cl atom:
nr	molecule	ALDH1A1 block	SMN2 splice enh	RECQ1 inh	TRb-SRC2 inh
6	Cn1c(=O)cc(SCC(=O)N2CCC3(CC2)OCCO3)c2ccc(Cl)cc21	?	20µM*	2%	-1%
10	Clc1ccc(C2NCCc3[nH]cnc32)cc1 (stereo unspecified)	1%	-2%	-2%	-5%
14	COc1ccc(-n2nc(C(F)(F)F)cc2-c2ccc(Cl)cc2)cc1	-11%&11%	-31%[inhibitor]	-8%	1%&-2%

nr	TexasRed fluor	LMNA splice mod	KDM4E inh	GoLoco inh red
6	0%	-12%	?	8%
10	-1%	?	-6%	11%
14	2%&2%	?	-5%	-6%&7%

Look-ups from above.
TRb-SRC2 inh, O=C(O)C(O)(c1ccccc1)C1CCCC1 (stereo unspecified) reads 1%
TexasRed fluor, Cc1ccc(C)c(CN2CCC(n3nnc4cc(F)ccc43)CC2)c1 reads -7%

The list goes on.
nr	molecule	ALDH1A1 block	SMN2 splice enh	RECQ1 inh	TRb-SRC2 inh
17	O=c1[nH]c(=O)n(-c2cccc3ccccc23)c(O)c1C=NCc1ccc2c(c1)OCO2	-4%	1%	i	1%
18	Ic1cncc(OC[C@@H]2CCN2)c1	1%	nt	4%	5%
19	COc1ccc(-n2c(Cc3cccc([N+](=O)[O-])c3)nc3ccccc3c2=O)cc1	-2%	-15%	-6%	1%[53 µM]
20	COC1=C[C@@H]2[C@@H]3Cc4ccc(OC)c(O)c4[C@]2(CCN3C)CC1=O	0%	nt	i	-9%
21	O=c1[nH]c(CN2CC=C(c3ccccc3)CC2)nc2scc(-c3cccs3)c12	0%	nt	-13%	2%
22	O=C(O)C(Cl)Cl	7%	-10%	-7%&-15%	2%
23	O=[N+]([O-])c1ccc2c3c(cccc13)CC2	3.2µM*	-16%	-21%	-2%[201 µM]
24	O=[N+]([O-])c1ccc(O[C@@H]2O[C@H](CO)[C@@H](O)[C@H](O)[C@H]2F)c([N+](=O)[O-])c1	?	-18%	-12%	2%

nr	TexasRed fluor	LMNA splice mod	KDM4E inh	GoLoco inh red
17	-2%	-2%	0%	-5%
18	-1%	nt	?	3%
19	0%[53 µM]	-7%	7%	-7%
20	3%	nt	nt	1%
21	-1%	-17%[46 µM]	?	4%
22	2%	?	nt	6%&-15%
23	-4%[201 µM]	nt	nt	10%
24	0%	-27%	-10%	1%

The results go on.
nr	molecule	ALDH1A1 block	SMN2 splice enh	RECQ1 inh	TRb-SRC2 inh
25	COC(=O)C(O)(c1c[nH]c2ccccc12)C(F)(F)F (stereo unspecified)	7%	20%	-5%	7%
26	Cc1ccccc1-n1c(O)c(/C=C2/C(c3ccccc3)=Nc3ccccc32)c(=O)[nH]c1=O	?	4%	-9%	nt
27	CN(CCc1ccccc1)Cc1ccccc1[N+](=O)[O-]	?	-8%	-2%	14%
28	COc1ccccc1OCCCn1cc(C(=O)c2ccco2)c2ccccc21	?	-52%[inhibitor]	-10%	2%
29	COc1ccc(OCC(=O)N2CCN(Cc3ccc4c(c3)OCO4)CC2)cc1	1%	nt	20%	-4%
30	O=C(c1ccccc1)C(CN1CCCC1)c1ccccc1 (stereo unspecified)	?	-91%[inhibitor]	-3%	-8%
31	CC(=O)C1CC[C@H]2C3CC[C@@H]4CC(O)CC[C@@]4(C)C3CC[C@]12C (stereo partly specified)	5%	1%	17%	-3%
32	Cc1ccc2c(c1)C1CN(C)CCC1N2C(=O)Nc1cccc(Cl)c1 (stereo unspecified)	7%	-18%	-4%	5%

nr	TexasRed fluor	LMNA splice mod	KDM4E inh	GoLoco inh red
25	-1%	5%	8%	9%
26	32µM*[quencher]	?	2%	110%[activator]
27	0%	9%	-6%	-3%
28	1%	-23%	?	-4%
29	-3%	8%[46 µM]	9%	2%
30	0%	?	2%	-3%
31	-3%	nt	0%	-2%
32	-1%	3%	-26%	-20%

(listing goes on)
nr	molecule	ALDH1A1 block	SMN2 splice enh	RECQ1 inh	TRb-SRC2 inh
33	COc1ccccc1-n1c(O)c(C=NCCN2CCNCC2)c(=O)[nH]c1=O	-7%	8%	-3%	1%
34	CSc1ncc(CN2CCCC(C(=O)c3ccccc3SC)C2)cn1 (stereo unspecified)	nt	nt	1%	2%
35	N/C(=N\[N+](=O)[O-])N1CCN(C(=O)c2ccccc2)CC1	-3%	-11%	0%	0%
36	Clc1ccc(OCC#CCN2CCCC2)cc1	?	13%	1%	-3%
37	CCOP(=O)(OCC)C(NC(=O)c1ccccc1)C(Cl)(Cl)Cl (stereo unspecified)	-4%	-37%[inhibitor]	4%	-2%
38	N#Cc1c(N2CCNCC2)nc(-c2ccco2)c2c1CCCC2	nt	nt	-5%	3%
39	O=C(O)c1ccccc1-c1nc2ccccc2n1-c1ccccc1	0%	-9%	11µM*	-5%
40	Oc1cc(O)c2c(c1)OC(c1cc(O)c(O)c(O)c1)C(O)C2 (stereo unspecified)	?	-11%	35µM*	1%

nr	TexasRed fluor	LMNA splice mod	KDM4E inh	GoLoco inh red
33	0%	3%[0.0737 µM]	2%	16%
34	-1%	nt	12%	5%
35	-5%	nt	6%	1%
36	-3%	-2%[46 µM]	?	-12%
37	-5%	-7%	10%	-2%
38	2%	nt	5%	6%
39	-1%	-7%	9%	12%
40	-12%	nt	1.4µM*	-26%

Continuation:
nr	molecule	ALDH1A1 block	SMN2 splice enh	RECQ1 inh	TRb-SRC2 inh
41	Cc1ccc(C)c(NC2=NCCCS2)c1	?	-8%	4%	9%
42	CCCCOC(=O)c1ccccc1C(=O)OCc1ccccc1	?	-50%	-1%	3%[201 µM]
43	CN(CCC(N)CC(=O)NC1C=CC(n2ccc(N)nc2=O)OC1C(=O)O)C(=N)N (stereo unspecified)	1%	16%	5%	-9%
44	O=C(c1cn(Cc2ccccc2)c2ccccc12)C1CC1	9%	-9%	-11%	0%
45	COCCCOc1ccnc(CS(=O)c2nc3ccccc3[nH]2)c1C (stereo unspecified)	6µM*	nt	-2%	-1%
46	COC(=O)[C@]1(C)C[C@H]1[C@H](NP(=O)(c1ccccc1)c1ccccc1)c1ccccc1	5%&7%	-15%&-18%	-3%	3%&-2%
47	c1ccc(-c2ccc(C(c3ccccc3)n3ccnc3)cc2)cc1 (stereo unspecified)	22µM*	-23%&-29%	-12%&2%&-26%	9%&9%&7%
48	CCOc1cccc(OCCOCCN2CCCC2)c1	-5%	4%	1%	-14%

nr	TexasRed fluor	LMNA splice mod	KDM4E inh	GoLoco inh red
41	0%	-5%	5%	-3%
42	-3%[201 µM]	nt	nt	5%
43	-1%	nt	-28%	4%
44	4%	20%[46 µM]	-1%	8%
45	-2%	?	nt	-10%
46	-5%&-2%	-5%	8%&-8%	-8%&-2%
47	1%&-1%&0%	?	5%&-12%&3%	-12%&5%&15%
48	-1%	-8%	?	1%
